Screening results (PubChem BioAssay)
TLR9-MyD88 inh = blocks human TLR9 binding to MyD88; CHO BLA complementation TLR9-MyD88, CCF4 FRET ratio; inhibition, % at 4.98 µM; 340,000 tested, 0.21% active; AID 504734;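 active means inhibition above the mean over all tested compounds plus 3 SD, cut at about 21% in these data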;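 further: 0% = DMSO only wells and 100% = clavulanate BLA inhibitor control wells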
NCOA2 inhibitor = human SRC2 (NCOA2) inhibition; Q15596; HEK293 GAL4-SRC2 luciferase reporter, luminescence; inhibition, % at 9 µM; 370,000 tested, 0.17% active; AID 651957;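 active means inhibition above the mean inhibition of all tested compounds plus 3 SD, set per campaign, cut at about 52% in these data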;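 further: 0% = DMSO treated cells and 100% = cells given Gossypol at 36 µM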
SRC3 inh = inhibitors of human steroid receptor coactivator 3 (SRC3); AID 588352; HEK293 GAL4-SRC3 luciferase reporter, luminescence; 360,000 tested, 0.17% active; Q9Y6Q9; inhibition, % at 3.6 µM;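 active means inhibition above a per-campaign cutoff, the mean of all compounds plus 3 SD, cut at about 60% in these data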;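 further: 0% = DMSO-treated cells and 100% = gossypol-treated cells at 36 µM; higher means less SRC3-driven luciferase light from the GAL4 reporter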
NOD2 RIPK2 PPI = inhibitors of human NOD2-RIPK2 interaction. O43353. CHO BLA complementation NOD2-RIPK2, CCF4 ratio. inhibition, % at 4.98 µM. 360,000 tested, 0.38% active. AID 624267; in the data active means inhibition above about 21%;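 further: 0% = vehicle only and 100% = reference blocker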
Target sequence (O43353 whole entry, looked up): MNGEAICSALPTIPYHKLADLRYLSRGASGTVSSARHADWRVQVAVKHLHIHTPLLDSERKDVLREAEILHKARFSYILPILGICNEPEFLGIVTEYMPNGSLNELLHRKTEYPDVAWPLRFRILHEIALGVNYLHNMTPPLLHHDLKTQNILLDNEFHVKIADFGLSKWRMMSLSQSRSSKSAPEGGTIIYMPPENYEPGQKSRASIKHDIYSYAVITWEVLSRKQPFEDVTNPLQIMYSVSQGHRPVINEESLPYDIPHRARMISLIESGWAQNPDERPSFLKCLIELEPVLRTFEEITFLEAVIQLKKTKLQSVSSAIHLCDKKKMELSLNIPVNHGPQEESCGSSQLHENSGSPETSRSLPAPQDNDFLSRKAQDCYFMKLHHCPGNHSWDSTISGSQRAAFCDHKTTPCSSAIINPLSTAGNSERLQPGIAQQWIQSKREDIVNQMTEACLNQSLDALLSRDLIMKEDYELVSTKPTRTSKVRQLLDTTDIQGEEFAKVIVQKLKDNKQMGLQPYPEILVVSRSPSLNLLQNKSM
TROY NFkB inh = TROY signaling inhibition | Q293 LMP1-TROYcd NF-kB luciferase reporter, 4 h | inhibition, % at 10 µM | 360,000 tested, 0.98% active | AID 1347056;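 active means compounds whose plate-normalised and pattern-corrected inhibition of the luciferase reporter signal at the single screening dose is 50% or more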
SRC1 inh = human NCOA1 inhibition | inhibition, % at 3.6 µM | 360,000 tested, 0.12% active | HEK293 GAL4-SRC1 luciferase reporter, luminescence | AID 588354;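 active means inhibition above the campaign mean plus 3 SD, with each screening campaign given its own cutoff, cut at about 60% in these data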;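 further: 0% = DMSO treated cells and 100% = gossypol at 36 µM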
LMP1 NFkB inh = inhibitors of Epstein-Barr LMP1-induced NF-kappaB reporter; 350,000 tested, 0.69% active; inhibition, % at 12.5 µM; LMP1-induced NF-kappaB luciferase reporter cells, luminescence; AID 504558; in the data active means inhibition above about 41%;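 further: 0% = neutral control wells and 100% = reference inhibitor control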
NR5A2 inv ag = inverse agonists of human LRH-1 (NR5A2). 360,000 tested, 0.13% active. O00482. inhibition, % at 3.6 µM. HEK293T StAR-luciferase reporter, LRH-1 transfected, 24 h;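 active means inhibition above the mean inhibition of all tested compounds plus 3 SD, cut at about 73% in these data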;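 further: 0% = DMSO wells and 100% = reporter-only cells lacking LRH-1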
TRAIL sens C8 = sensitizes caspase-8 expressing cells to TRAIL; inhibition (viability loss, TRAIL sensitization), % at 10 µM; NB7+C8 cells + TRAIL, ATPlite viability luminescence; AID 624354; 360,000 tested, 1% active;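 active means compounds causing at least 50% loss of cell viability in the single-dose screen, relative to plate controls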
TWEAK-Fn14 inh = inhibitors of TWEAK-Fn14 interaction signaling. AID 1159606. 360,000 tested, 2% active. TWEAK-stimulated Fn14 reporter cells, luciferase luminescence, 8 h. inhibition, % at 10 µM; in the data active means inhibition above about 50%
COUP-TFII inh = NR2F2 (human) inhibition, primary screen. inhibition, % at 8.6 µM. 370,000 tested, 0.7% active. HEK293T NGFI-A luciferase reporter, luminescence. P24468;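 active means inhibition above a per-plate cutoff, mean inhibition of test wells between control levels plus 3 SD, cut at about 38% in these data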;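 further: cells cotransfected with COUP-TFII expression vector driving the NGFI-A reporter; 0% = median of COUP-TF2 test wells and 100% = reporter-only cells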
An asterisk follows results filed as active; . = not tested or not shown. An excerpt. The share of hits here may be higher or lower than overall.

Abbreviations: A = TLR9-MyD88 inh; B = NCOA2 inhibitor; C = SRC3 inh; D = NOD2 RIPK2 PPI; E = TROY NFkB inh; F = SRC1 inh; G = LMP1 NFkB inh; H = NR5A2 inv ag; I = TRAIL sens C8; J = TWEAK-Fn14 inh; K = COUP-TFII inh
canonical_smiles: COc1ccc(C2CC(=O)Nc3cc(OC)c(OC)cc32)cc1Br (configuration not stated)
  A: 8.2 | B: -35.6 | C: 5.0 | D: -14.1 | E: -19.7 | F: 15.9 | G: -21.7 | H: -2.9 | I: 5.9 | J: -12.6 | K: -10.0
canonical_smiles: COc1cccc2cc(C(=O)OCC(=O)NC3CCCC(C)C3C)c(=O)oc12 (configuration not stated)
  A: -3.5 | B: -31.4 | C: -48.0 | D: 7.3 | E: -53.7 | F: -53.8 | G: -0.7 | H: -22.9 | I: -10.1 | J: -47.7 | K: -11.6
canonical_smiles: O=C(NC1CCCCC1)c1ccc2c(=O)n(CC3CCCO3)c(=O)[nH]c2c1 (configuration not stated)
  A: 12.2 | B: 12.1 | C: -2.8 | D: -10.4 | E: -32.5 | F: 10.5 | G: 5.3 | H: 7.1 | I: -8.6 | J: 12.3 | K: -15.0
canonical_smiles: COc1cc(C(=O)N2CCc3ccccc32)c([N+](=O)[O-])cc1OC
  A: -9.3 | B: -0.8 | C: -9.8 | D: -0.7 | E: 5.2 | F: 2.3 | G: 4.4 | H: 9.2 | I: 1.2 | J: 6.8 | K: -7.9
canonical_smiles: Nc1ccc(C(=O)c2cccs2)cc1[N+](=O)[O-]
  A: -4.9 | B: -6.3 | C: -2.7 | D: -0.1 | E: -8.3 | F: 0.8 | G: 5.8 | H: -17.0 | I: -12.4 | J: -2.0 | K: -5.3
canonical_smiles: CCCOc1ccc(C(=O)CCC(=O)OCC(=O)N2CCN(S(=O)(=O)c3ccc(C)cc3C)CC2)cc1
  A: -0.2 | B: -2.5 | C: -12.4 | D: -11.4 | E: 7.3 | F: 12.2 | G: 1.8 | H: -4.8 | I: 3.9 | J: -9.4 | K: -4.3
canonical_smiles: CCOc1ccc(CC(=O)NNC(=S)Nc2ccccc2)cc1Br
  A: 1.3 | B: 11.1 | C: 20.6 | D: 6.2 | E: 9.3 | F: -9.7 | G: 0.3 | H: 6.5 | I: 16.0 | J: 15.7 | K: 18.8
canonical_smiles: COc1ccc(S(=O)(=O)NNc2nc(C)cc(C)n2)cc1Br
  A: 3.7 | B: 16.4 | C: 12.2 | D: -2.0 | E: -16.9 | F: -3.9 | G: 2.9 | H: 15.5 | I: -11.1 | J: 6.5 | K: 14.3
canonical_smiles: CCOC(=O)CN1C(=O)C(=O)c2cc(C)ccc21
  A: -0.6 | B: -5.8 | C: -7.7 | D: 6.9 | E: 1.2 | F: 2.5 | G: 4.5 | H: 2.0 | I: 5.9 | J: 2.9 | K: 2.0
canonical_smiles: Cc1ccc2nc(-c3ccc(F)cc3)c(Cc3ccccc3C(F)(F)F)n2c1
  A: . | B: -30.3 | C: -76.3 | D: -1.9 | E: -3.0 | F: -53.4 | G: . | H: -47.7 | I: -9.5 | J: 1.0 | K: -65.0
canonical_smiles: O=C(CCc1nc2ccccc2s1)N1CCN(c2ccccc2)CC1
  A: 1.4 | B: -40.2 | C: 14.3 | D: 5.8 | E: 2.2 | F: -5.3 | G: -2.2 | H: -1.9 | I: 1.1 | J: -5.5 | K: 15.5
canonical_smiles: CCOC(=O)Nc1ccc(C(=O)Oc2ccccc2)c(O)c1
  A: -7.3 | B: -41.8 | C: -38.5 | D: -13.8 | E: -40.8 | F: -39.8 | G: -5.7 | H: -28.9 | I: 2.4 | J: -21.9 | K: -30.1
canonical_smiles: N#Cc1c2c(c(Nc3ccccc3)n3c1nc1ccccc13)CCC2
  A: 9.1 | B: -6.7 | C: 16.9 | D: -8.4 | E: -43.4 | F: 3.3 | G: 5.9 | H: -1.3 | I: -5.5 | J: -0.6 | K: 4.8

Grouped by structure, those above containing sulfur (5)
Abbreviations: A = TLR9-MyD88 inh; B = NCOA2 inhibitor; C = SRC3 inh; D = NOD2 RIPK2 PPI; E = TROY NFkB inh; F = SRC1 inh; G = LMP1 NFkB inh; H = NR5A2 inv ag; I = TRAIL sens C8; J = TWEAK-Fn14 inh; K = COUP-TFII inh
canonical_smiles: Nc1ccc(C(=O)c2cccs2)cc1[N+](=O)[O-]
  A: -4.9 | B: -6.3 | C: -2.7 | D: -0.1 | E: -8.3 | F: 0.8 | G: 5.8 | H: -17.0 | I: -12.4 | J: -2.0 | K: -5.3
canonical_smiles: CCCOc1ccc(C(=O)CCC(=O)OCC(=O)N2CCN(S(=O)(=O)c3ccc(C)cc3C)CC2)cc1
  A: -0.2 | B: -2.5 | C: -12.4 | D: -11.4 | E: 7.3 | F: 12.2 | G: 1.8 | H: -4.8 | I: 3.9 | J: -9.4 | K: -4.3
canonical_smiles: CCOc1ccc(CC(=O)NNC(=S)Nc2ccccc2)cc1Br
  A: 1.3 | B: 11.1 | C: 20.6 | D: 6.2 | E: 9.3 | F: -9.7 | G: 0.3 | H: 6.5 | I: 16.0 | J: 15.7 | K: 18.8
canonical_smiles: COc1ccc(S(=O)(=O)NNc2nc(C)cc(C)n2)cc1Br
  A: 3.7 | B: 16.4 | C: 12.2 | D: -2.0 | E: -16.9 | F: -3.9 | G: 2.9 | H: 15.5 | I: -11.1 | J: 6.5 | K: 14.3
canonical_smiles: O=C(CCc1nc2ccccc2s1)N1CCN(c2ccccc2)CC1
  A: 1.4 | B: -40.2 | C: 14.3 | D: 5.8 | E: 2.2 | F: -5.3 | G: -2.2 | H: -1.9 | I: 1.1 | J: -5.5 | K: 15.5
